SW480 rereplic = DNA re-replication induction in SW480 cells; 340,000 tested, 1.8% active; Potency, µM (series often up to 46.1 µM), inactives show top-dose re-replication activation, usual class: activators; SW480 DNA re-replication, Hoechst DNA content imaging, 48 h; further: potency means the concentration at half of the fitted maximal effect; % of control where 0% means no effect; nearly all actives have a fitted effect of over 55% in size
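DNA re-replication was detected as more nuclei of elevated Hoechst intensity after 48 hr exposure to compound (23 nL pinned per well of 250 cells).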
IL1B secr inh = inflammasome signaling inhibition, IL-1 beta readout | THP-1 LPS/ATP IL-1B secretion, AlphaLISA, 16 h; hits give low values | activity change, % at 57.5 µM | 360,000 tested, 4.7% active | AID 743279; in the data active means activity change below about -50%; inconclusive means mostly about -30% to -49%; further: on the % scale 0 is the no-effect control and ±100 the full control effect
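THP-1 cells pretreated 1 hr with compounds (up to 57.5 uM final), then stimulated with LPS (250 ng/mL final) plus ATP (1.25 mM final); secreted IL-1B measured by AlphaLISA after 16 hr, decreased signal indicating inhibition.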
HepG2 tox = counter-screen for TGF-b inhibitors: cytotoxicity in HepG2 cells | HepG2 CAGA-GFP viability, ATP luminescence, 18 h | Potency, µM (series often up to 46.1 µM), inactives show at the top dose activity change, negative = cytotoxicity, actives largely listed as cytotoxic | 410,000 tested, 0.76% active | AID 588856; further: potency means the concentration at half of the fitted maximal effect; some results filed as inactive show a strong effect at the top dose
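HepG2 CAGA-GFP cells (1000/well, DMEM with 1% FBS) received compound, then TGF-beta at 500 pg/mL final, and were incubated 18 hours at 37 degrees C. Viability was read by CellTiter-Glo luminescence. Media-only wells were set as complete cell-killing and DMSO as no toxicity.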
HT1080 IDH1KD tx = HT-1080 IDH1 knockdown cell toxicity (counter line) | 360,000 tested, 2% active | AID 686971 | HT-1080 IDH1 knockdown viability, ATP luminescence, 48 h | Potency, µM (top dose mostly 46.1 µM), for inactives: at the highest dose activity, negative = toxicity, hits mostly cytotoxic;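 further: potency means the concentration at half of the fitted maximal effect; 0% = DMSO wells and -100% = cell-free medium wells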
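Luminescent ATP read-out (CellTiter-Glo, 10 min at room temperature) after 48 h compound exposure at 37 °C gave viability of IDH1-knockdown HT-1080 cells. Activity was normalised to DMSO and cell-free wells, then fitted as concentration-response curves.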
MCF10A rerep = DNA re-replication induction in MCF 10a cells; MCF 10A DNA re-replication, Hoechst nuclear intensity, 48 h; Potency, µM (doses to about 46.1 µM), for the others: at the highest dose activity, positive = re-replication, actives largely listed as activators; 350,000 tested, 2.9% active; further: potency means the concentration at half of the fitted maximal effect; % of control where 0% means no effect; nearly all actives have a fitted effect of over 50% in size
ATXN2 expr inh = inhibitors of ATXN2 expression. 360,000 tested, 0.72% active. Potency, µM (titrated, usually from 57 µM), inactives show at the top dose activity change, negative = inhibition, usual class: inhibitors. HEK-293 ATXN2-luciferase reporter, luminescence, 24 h; further: potency means the concentration at half of the fitted maximal effect; on the % scale 0 is the no-effect control and ±100 the full control effect; nearly all actives have a fitted effect of over 55% in size
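qHTS (up to 57 uM final) was run with 24 h compound exposure of reporter cells at 37 °C. Each well was multiplexed: SteadyGlo luminescence measured ATXN2-luciferase expression after a fluorogenic Gly-Phe-AFC viability readout (25 uM final).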
KB-3-1 tox = kills parental KB-3-1 adenocarcinoma cells. KB-3-1 viability, CellTiter-Glo ATP luminescence, 72 h. 400,000 tested, 1.4% active. Potency, µM (titrated, usually from 46.1 µM), for inactives: top-dose activity change, negative = cytotoxic, usual class: cytotoxic; further: potency means the concentration at half of the fitted maximal effect; on the % scale 0 is the no-effect control and ±100 the full control effect; nearly all actives have a fitted effect of over 60% in size
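Multi-concentration cytotoxicity screen in KB-3-1 cells grown in DMEM lacking phenol red with 10% FBS. After 72 h at 37 °C with compound, ATP-dependent luminescence was recorded.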
HT1080-NT tox = kills 2HG-producing HT-1080-NT fibrosarcoma cells; Potency, µM (highest dose often 46.1 µM), without a hit: at the top dose activity, negative = less viability, most hits filed as cytotoxic; 360,000 tested, 1.6% active; HT-1080-NT fibrosarcoma viability, CellTiter-Glo ATP luminescence, 48 h;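 further: NT is the 2HG producing partner of a matched IDH1 knockdown line; potency means the concentration at half of the fitted maximal effect; 0% = DMSO-treated cells and -100% = media-only wells without cells; nearly all actives have a fitted effect of over 55% in size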
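A 48-hour cytotoxicity screen used HT-1080-NT cells plated 2 hours before compound delivery. ATP-based CellTiter-Glo luminescence measured viability, normalized to DMSO and no-cell controls.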
S2 tox = viability counter-screen for ATXN expression inhibitors | AID 651635 | 400,000 tested, 0.49% active | Potency, µM (titrated, usually from 56.7 µM), usual class: cytotoxic | S2 cells (HEK-293 line with an ATXN2-luciferase reporter) viability, CellTiter-Fluor protease fluorescence, 24 h; further: potency means the concentration at half of the fitted maximal effect; nearly all actives have a fitted effect of over 40% in size
Numbers without * were called inactive; i = inactive; ? = inconclusive; . = no result given; [ ] = another dose, or the depositor's remark. Unless noted, the call rests on the fitted dose curve; in most records, active means well fitted curve in the direction sought with a large enough effect; inconclusive means small, poorly fitted or top-dose-only effect, or another doubt; inactive means no such curve, though single readings can be large; an effect the other way counts as inactive or inconclusive.

entry	SMILES	HT1080 IDH1KD tx	MCF10A rerep	HepG2 tox	HT1080-NT tox	SW480 rereplic
1	Cc1cc2oc(=O)cc(CN3CCCCC3)c2cc1O	0%	-8%	-2%	8%	-13%
2	CCC(C)(C(=O)NC1CCCC1)N(C(C)=O)c1ccc(C)cc1 (stereo not given)	-2%	4%	8%	-1%	-5%
3	Cc1ccc2cc(CN(CC3CCCO3)C(=O)C(C)C)c(=O)[nH]c2c1 (stereo not given)	-4%	3%	-14%	-2%	-12%
4	COc1ccc(S(=O)(=O)CCC(=O)NC2CCCCC2)cc1	12%	3%	3%	8%	1%
5	CCCC(O)c1nc2ccccc2n1Cc1ccccc1OC (stereo not given)	.	.	-17%	.	.
6	CC(NC(=O)C1CCC(CNS(=O)(=O)c2ccccc2)CC1)c1ccccc1 (stereo not given)	-6%	8%	-26%	-2%	-1%
7	COc1cc(/C=C2/NC(=O)N(Cc3ccccc3F)C2=O)cc(OC)c1OC	-23%	4%	-26%	-6%	-11%
8	CC1(C)CC(=O)C2=C(C1)Nc1ccccc1NC2c1cc(Cl)ccc1O (stereo not given)	-19%	0%	-6%	-24%	-4%

entry	KB-3-1 tox	ATXN2 expr inh	S2 tox	IL1B secr inh
1	-7%	.	?	0
2	-3%	2%	i	-2
3	9%	0%	i	26
4	8%	4%	i	16
5	0%	-4%	i	.
6	2%	-12%	i	8
7	-1%	12%	i	?
8	-17%	-5%	i	-18

entry	SMILES	HT1080 IDH1KD tx	MCF10A rerep	HepG2 tox	HT1080-NT tox	SW480 rereplic
9	CCc1nnc(SCc2cn3c(C)cc(C)nc3n2)n1N	16%	-7%	4%	17%	4%
10	CCN(CC)C(=O)c1nc[nH]c1C(=O)O[C@@H](C)c1ccccc1	9%	33%	11%	7%	0%
11	CCOc1ccc(/C=C/C(=O)Nc2ccc(C(N)=O)cc2)cc1OC	-22%	7%	-8%	2%	-8%
12	O=S(=O)(c1ccc(F)cc1)N1CCN(CC(O)COCc2ccccc2)CC1 (stereo not given)	-2%	-3%	-11%	-3%	-2%
13	COc1cc(OC)cc(-c2c(C#Cc3ccsc3)c3cc(-c4ccc(OC)nc4)ccc3n2C)c1	-6%	?	1%	-15%	?
14	c1ccc2[nH]c(CN3CCCCCC3)nc2c1	14%	2%	-1%	3%[9.24 µM]	-5%
15	COCC(=O)Nc1ccccc1C(=O)NC(C)C	10%	13%	3%	18%	-9%
16	CC(C)C1C(=O)N(Cc2cn(Cc3ccco3)nn2)CCS(=O)(=O)N1Cc1ccc(-c2ccncc2)cc1 (stereo not given)	13%	.	-15%	9%	.

entry	KB-3-1 tox	ATXN2 expr inh	S2 tox	IL1B secr inh
9	19%	5%	i	27
10	7%	-2%	i	12
11	?	14%	i	-2
12	-1%	-4%	i	-13
13	8%	-15%	i	17
14	4%	0%	?	58
15	-2%	-6%	?	12
16	-2%	9%	i	-10

entry	SMILES	HT1080 IDH1KD tx	MCF10A rerep	HepG2 tox	HT1080-NT tox	SW480 rereplic
17	CC(O)CN1C(=O)C(CC(=O)Nc2ccc(Cl)cc2)SC1=Nc1ccccc1 (stereo not given)	?	?	-67%	?	4%
18	COc1ccccc1C(=O)Nc1ccc(S(=O)(=O)Nc2cc(C)on2)cc1	6%	-1%	10%	8%	-10%
19	CC(C)Cc1ccc(CN2CCCC(NC(=O)CCN3CCOCC3)C2)cc1 (stereo not given)	-1%	8%	-23%	-7%	19%
20	Cc1cccn2c(=O)nc(SCC(=O)N3CCCCC3)nc12	-8%	-7%	0%	0%	-377%[inhibitor]
21	COc1ccc(Sc2ccc(NC(=O)c3cccc(Cl)c3)cc2C#N)cc1	?	.	-33%	-14%	.
22	COC(=O)c1ccc(=O)c2nc3/c(=C/O)c(O)cc(=O)c3[nH]c12	-3%	-36%[inhibitor]	1%	0%	-4%
23	COc1cc(C(=O)OCC(=O)c2ccc(S(=O)(=O)N3CCCCC3)cc2)cc(OC)c1OC	-18%	0%	6%	-13%	-12%
24	O=C1NC2c3ccccc3CC2O1 (stereo not given)	11%	21%	-2%	13%	-3%

entry	KB-3-1 tox	ATXN2 expr inh	S2 tox	IL1B secr inh
17	?	?	?	-56*
18	20%	-7%	i	47
19	-1%	-6%	?	-9
20	-3%	-11%	i	-14
21	0%	0%	?	-1
22	-1%	0%	i	-6
23	2%	-27%	i	17
24	?	8%	i	27

entry	SMILES	HT1080 IDH1KD tx	MCF10A rerep	HepG2 tox	HT1080-NT tox	SW480 rereplic
25	Cc1cccc(N2C(=O)/C(=C/c3cccnc3)SC2=S)c1	-15%	?	17%	-10%	15%
26	COC(=O)c1cccc(NC(=O)CCNC(=O)c2ccco2)c1	-8%	1%	-5%	-4%	-1%
27	CCOC(=O)Cn1c(C)[n+](CC(=O)c2ccccc2)c2ccccc21	9%	1%	-46%	?	1%
28	CCOc1ccc(Br)cc1S(=O)(=O)Nc1ccc(C(=O)OCC(=O)N(C)c2ccccc2)cc1	-20%	3%	3%	-22%	-1%
29	CCN(CC)S(=O)(=O)c1ccc(NC(=O)CSc2nc3nc(C)cc(C)c3c(=O)[nH]2)cc1	-7%	23%	-4%	-1%	-1%
30	Cc1cc(NC(=O)C2C3C(=O)N(CC4CCCO4)C(C(=O)NCc4ccccc4)C34C=CC2(C)O4)no1 (stereo not given)	-1%	0%	-17%	3%	0%
31	Cc1ccccc1NC(=O)c1c(-c2ccccc2)noc1C	4%	11%	-22%	1%	0%
32	COc1cc2c(cc1NC(=S)Nc1cccc(C(F)(F)F)c1)oc1ccccc12	?	?	-23%	?	0%

entry	KB-3-1 tox	ATXN2 expr inh	S2 tox	IL1B secr inh
25	-8%	-33%	i	-9
26	-1%	-16%	i	-101*
27	?	-19%	i	38
28	24%	-1%	i	17
29	1%	-4%	i	4
30	-7%	-7%	i	-16
31	-18%	-14%	i	25
32	?	-19%	?	-4

entry	SMILES	HT1080 IDH1KD tx	MCF10A rerep	HepG2 tox	HT1080-NT tox	SW480 rereplic
33	CN(C)c1ccc(/C=N/NC(=O)Cn2nnc3ccccc32)cc1	16%	-2%	6%	8%	-11%
34	O=C(CCCC(=O)OCC(=O)c1cccs1)Nc1ccc(F)cc1	11%	-6%	5%	14%	-3%
35	CCCCn1cc(SCC(=O)O)c2ccccc21	-3%	0%	-15%	0%	-1%
36	CC(C)CCOP(=O)(c1ccc(N(C)C)cc1)C(O)c1ccccn1 (stereo not given)	6%	0%	-57%	10%	-2%
37	CCNC(=O)CSc1nc2ccccc2c(=O)n1OC	5%	2%	3%	6%	-1%[9.22 µM]
38	O=C(COc1ccccc1)NCc1nnc(SCC(=O)Nc2nccs2)n1-c1ccccc1	4%	0%	-56%	8%	2%
39	CCC(C)Nc1nc(N)c([N+](=O)[O-])c(NCCO)n1 (stereo not given)	-2%	-2%	2%	-1%	18%
40	O=C(N/N=C/c1ccc(Br)s1)c1cccs1	-5%	3%	-43%	-15%	3%

entry	KB-3-1 tox	ATXN2 expr inh	S2 tox	IL1B secr inh
33	4%	39%[activator]	i	32
34	?	1%	i	28
35	-14%	-14%	i	9
36	15%	1%	i	-1
37	?	2%	i	7
38	12%	-30%	i	-14
39	1%	.	i	31
40	?	-9%	i	10

Given bar-delimited: 4 of the compounds above.
cpd | mol | HT1080 IDH1KD tx | MCF10A rerep | HepG2 tox | HT1080-NT tox | SW480 rereplic | KB-3-1 tox | ATXN2 expr inh | S2 tox | IL1B secr inh
1 | Cc1cc2oc(=O)cc(CN3CCCCC3)c2cc1O | 0% | -8% | -2% | 8% | -13% | -7% | . | ? | 0
2 | CCC(C)(C(=O)NC1CCCC1)N(C(C)=O)c1ccc(C)cc1 (stereo not given) | -2% | 4% | 8% | -1% | -5% | -3% | 2% | i | -2
3 | Cc1ccc2cc(CN(CC3CCCO3)C(=O)C(C)C)c(=O)[nH]c2c1 (stereo not given) | -4% | 3% | -14% | -2% | -12% | 9% | 0% | i | 26
4 | COc1ccc(S(=O)(=O)CCC(=O)NC2CCCCC2)cc1 | 12% | 3% | 3% | 8% | 1% | 8% | 4% | i | 16

Remaining list, next part.
entry	SMILES	HT1080 IDH1KD tx	MCF10A rerep	HepG2 tox	HT1080-NT tox	SW480 rereplic
41	O=C(CNc1n[nH]c(=O)[nH]c1=O)N/N=C/C=C/c1ccccc1	6%	-1%	31%	5%	-9%
42	CC(C)(C)c1nnc(NC(=O)CS(=O)(=O)Cc2ccccc2)s1	12%	-3%	-12%	6%	-3%
43	CCn1c(SCc2ccc(C(=O)Nc3nccs3)cc2)nnc1-c1ccc(N)cc1	-12%	-2%	5%	1%	1%
44	COc1ccc(C)cc1NC(=O)c1cc2ccccc2cc1OCC(=O)NCc1ccco1	9%	-1%	-14%	0%	8%
45	Cc1ccc(C)c(C(=O)CN2C(=O)CCC2=O)c1	11%	2%	3%	12%	-6%
46	Cc1c(-n2c(SCC(C)C)nc3ccccc3c2=O)c(=O)n(-c2ccccc2)n1C	-11%	0%	-37%	-16%	-6%

entry	KB-3-1 tox	ATXN2 expr inh	S2 tox	IL1B secr inh
41	4%	.	?	3
42	4%	.	i	14
43	-5%	18%	i	-14
44	-11%	-4%	i	20
45	-11%	2%	i	2
46	-8%	-10%	i	-13

Bioassay records (PubChem)
